High-throughput results as filed in PubChem BioAssay.
GALK inhibitor – blocks human galactokinase activity | P51570 | Purified GALK, Kinase-Glo residual ATP luminescence | Potency, µM (series often up to 57.5 µM), inactives show top-dose activity change, negative = inhibition, usual class: inhibitors | actives 0.007% (n = 270,000) | AID 1868; further: potency means the concentration at half of the fitted maximal effect; on the % scale 0 is the no-effect control and ±100 the full control effect
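Quantitative HTS: GALK 5 nM, ATP 35 uM, galactose 100 uM, 1 h room temperature, then luciferase-based ATP detection.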
TSHR antag – blocks TSH signaling through the human TSH receptor | activity change, negative = inhibition, % at 11.5 µM | actives 0.2% (n = 330,000) | TSHR-expressing cells, TSH-stimulated cAMP HTRF, 2 h; active compounds read low;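 active means activity change below a set negative limit, meaning inhibition stronger than a set level, cut at about -70% in these data; inconclusive means activity change between two set negative limits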; further: on the % scale 0 is the no-effect control and ±100 the full control effect
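TSHR-expressing cells were treated with compounds, then stimulated with TSH at EC80 (4nM final) for 2 hours at 37 deg C. Cellular cAMP was measured by HTRF competition between lysate cAMP and cAMP-d2 for a cryptate-labelled anti-cAMP antibody.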
Chronic BCR inh – blocks chronic active B-cell receptor signaling; Potency, µM (titrated, usually from 46.1 µM), inactives show at the top dose ratio change, negative = lower green/red ratio, hits mostly inhibitors; actives 0.05% (n = 340,000); ABC-DLBCL IkBa-CBG/CBR reporter, luminescence ratio, 4 h; AID 493014; active means well fitted inhibition curve with a large enough effect in the signal ratio, with a control signal flat, not every such curve was filed as active; inconclusive means small, poorly fitted or top-dose-only effect, or effect the other way, or a change in a side signal; the % refers to the signal ratio;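 further: potency means the concentration at half of the fitted maximal effect; plate controls were basal doxycycline-induced cells for no effect and cells given 10 µM MG132 for full effect; MG132 reads +100%, hits lower the ratio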
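Concentration-response series (up to 46 uM) were applied to TMD8 dual-reporter cells for 4 h at 37C with doxycycline. Green/red ratio, after filter-overlap correction, defined %Activity; red signal alone was normalised to basal cells and zero luminescence.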
A-T KAP1 phos – potential ataxia-telangiectasia treatment | […] A-T fibroblasts, KAP-1 phosphorylation AlphaLISA; neocarzinostatin DNA damage 30 min before lysis | Potency, µM (titrated, usually from 57.5 µM), inactives show at the highest dose activation, most hits filed as activators | AID 485349 | actives 0.19% (n = 320,000); further: potency means the concentration at half of the fitted maximal effect; % of control where 0% means no effect; nearly all actives have a fitted effect of over 45% in size
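ATM-like activity read as KAP-1 phosphorylation via AlphaLISA donor/acceptor antibody pairs after lysis and 6 hr at 25C. Cells were ATM-null patient fibroblasts ([…], hTERT), dosed 60 min, then exposed to the DSB inducer NCS for 30 min.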
MLL CXXC-DNA inh – inhibitors of human MLL CXXC domain-DNA interaction; Q03164; MLL-CXXC / FITC-HOXA9 DNA fluorescence polarization; Potency, µM (doses to about 115 µM), without a hit: at the highest dose activity change, negative = inhibition, usual class: inhibitors; actives 0.037% (n = 290,000); AID 2662; active means well fitted inhibition curve with a large enough effect in the polarisation, with a control signal flat, not every such curve was filed as active; inconclusive means small, poorly fitted or top-dose-only effect, or effect the other way, or a change in a side signal; inactive means no such curve, though single readings can be large or run the other way; the % refers to the polarisation; further: potency means the concentration at half of the fitted maximal effect
Target sequence (Q03164 whole entry, looked up, the tested form may be a part): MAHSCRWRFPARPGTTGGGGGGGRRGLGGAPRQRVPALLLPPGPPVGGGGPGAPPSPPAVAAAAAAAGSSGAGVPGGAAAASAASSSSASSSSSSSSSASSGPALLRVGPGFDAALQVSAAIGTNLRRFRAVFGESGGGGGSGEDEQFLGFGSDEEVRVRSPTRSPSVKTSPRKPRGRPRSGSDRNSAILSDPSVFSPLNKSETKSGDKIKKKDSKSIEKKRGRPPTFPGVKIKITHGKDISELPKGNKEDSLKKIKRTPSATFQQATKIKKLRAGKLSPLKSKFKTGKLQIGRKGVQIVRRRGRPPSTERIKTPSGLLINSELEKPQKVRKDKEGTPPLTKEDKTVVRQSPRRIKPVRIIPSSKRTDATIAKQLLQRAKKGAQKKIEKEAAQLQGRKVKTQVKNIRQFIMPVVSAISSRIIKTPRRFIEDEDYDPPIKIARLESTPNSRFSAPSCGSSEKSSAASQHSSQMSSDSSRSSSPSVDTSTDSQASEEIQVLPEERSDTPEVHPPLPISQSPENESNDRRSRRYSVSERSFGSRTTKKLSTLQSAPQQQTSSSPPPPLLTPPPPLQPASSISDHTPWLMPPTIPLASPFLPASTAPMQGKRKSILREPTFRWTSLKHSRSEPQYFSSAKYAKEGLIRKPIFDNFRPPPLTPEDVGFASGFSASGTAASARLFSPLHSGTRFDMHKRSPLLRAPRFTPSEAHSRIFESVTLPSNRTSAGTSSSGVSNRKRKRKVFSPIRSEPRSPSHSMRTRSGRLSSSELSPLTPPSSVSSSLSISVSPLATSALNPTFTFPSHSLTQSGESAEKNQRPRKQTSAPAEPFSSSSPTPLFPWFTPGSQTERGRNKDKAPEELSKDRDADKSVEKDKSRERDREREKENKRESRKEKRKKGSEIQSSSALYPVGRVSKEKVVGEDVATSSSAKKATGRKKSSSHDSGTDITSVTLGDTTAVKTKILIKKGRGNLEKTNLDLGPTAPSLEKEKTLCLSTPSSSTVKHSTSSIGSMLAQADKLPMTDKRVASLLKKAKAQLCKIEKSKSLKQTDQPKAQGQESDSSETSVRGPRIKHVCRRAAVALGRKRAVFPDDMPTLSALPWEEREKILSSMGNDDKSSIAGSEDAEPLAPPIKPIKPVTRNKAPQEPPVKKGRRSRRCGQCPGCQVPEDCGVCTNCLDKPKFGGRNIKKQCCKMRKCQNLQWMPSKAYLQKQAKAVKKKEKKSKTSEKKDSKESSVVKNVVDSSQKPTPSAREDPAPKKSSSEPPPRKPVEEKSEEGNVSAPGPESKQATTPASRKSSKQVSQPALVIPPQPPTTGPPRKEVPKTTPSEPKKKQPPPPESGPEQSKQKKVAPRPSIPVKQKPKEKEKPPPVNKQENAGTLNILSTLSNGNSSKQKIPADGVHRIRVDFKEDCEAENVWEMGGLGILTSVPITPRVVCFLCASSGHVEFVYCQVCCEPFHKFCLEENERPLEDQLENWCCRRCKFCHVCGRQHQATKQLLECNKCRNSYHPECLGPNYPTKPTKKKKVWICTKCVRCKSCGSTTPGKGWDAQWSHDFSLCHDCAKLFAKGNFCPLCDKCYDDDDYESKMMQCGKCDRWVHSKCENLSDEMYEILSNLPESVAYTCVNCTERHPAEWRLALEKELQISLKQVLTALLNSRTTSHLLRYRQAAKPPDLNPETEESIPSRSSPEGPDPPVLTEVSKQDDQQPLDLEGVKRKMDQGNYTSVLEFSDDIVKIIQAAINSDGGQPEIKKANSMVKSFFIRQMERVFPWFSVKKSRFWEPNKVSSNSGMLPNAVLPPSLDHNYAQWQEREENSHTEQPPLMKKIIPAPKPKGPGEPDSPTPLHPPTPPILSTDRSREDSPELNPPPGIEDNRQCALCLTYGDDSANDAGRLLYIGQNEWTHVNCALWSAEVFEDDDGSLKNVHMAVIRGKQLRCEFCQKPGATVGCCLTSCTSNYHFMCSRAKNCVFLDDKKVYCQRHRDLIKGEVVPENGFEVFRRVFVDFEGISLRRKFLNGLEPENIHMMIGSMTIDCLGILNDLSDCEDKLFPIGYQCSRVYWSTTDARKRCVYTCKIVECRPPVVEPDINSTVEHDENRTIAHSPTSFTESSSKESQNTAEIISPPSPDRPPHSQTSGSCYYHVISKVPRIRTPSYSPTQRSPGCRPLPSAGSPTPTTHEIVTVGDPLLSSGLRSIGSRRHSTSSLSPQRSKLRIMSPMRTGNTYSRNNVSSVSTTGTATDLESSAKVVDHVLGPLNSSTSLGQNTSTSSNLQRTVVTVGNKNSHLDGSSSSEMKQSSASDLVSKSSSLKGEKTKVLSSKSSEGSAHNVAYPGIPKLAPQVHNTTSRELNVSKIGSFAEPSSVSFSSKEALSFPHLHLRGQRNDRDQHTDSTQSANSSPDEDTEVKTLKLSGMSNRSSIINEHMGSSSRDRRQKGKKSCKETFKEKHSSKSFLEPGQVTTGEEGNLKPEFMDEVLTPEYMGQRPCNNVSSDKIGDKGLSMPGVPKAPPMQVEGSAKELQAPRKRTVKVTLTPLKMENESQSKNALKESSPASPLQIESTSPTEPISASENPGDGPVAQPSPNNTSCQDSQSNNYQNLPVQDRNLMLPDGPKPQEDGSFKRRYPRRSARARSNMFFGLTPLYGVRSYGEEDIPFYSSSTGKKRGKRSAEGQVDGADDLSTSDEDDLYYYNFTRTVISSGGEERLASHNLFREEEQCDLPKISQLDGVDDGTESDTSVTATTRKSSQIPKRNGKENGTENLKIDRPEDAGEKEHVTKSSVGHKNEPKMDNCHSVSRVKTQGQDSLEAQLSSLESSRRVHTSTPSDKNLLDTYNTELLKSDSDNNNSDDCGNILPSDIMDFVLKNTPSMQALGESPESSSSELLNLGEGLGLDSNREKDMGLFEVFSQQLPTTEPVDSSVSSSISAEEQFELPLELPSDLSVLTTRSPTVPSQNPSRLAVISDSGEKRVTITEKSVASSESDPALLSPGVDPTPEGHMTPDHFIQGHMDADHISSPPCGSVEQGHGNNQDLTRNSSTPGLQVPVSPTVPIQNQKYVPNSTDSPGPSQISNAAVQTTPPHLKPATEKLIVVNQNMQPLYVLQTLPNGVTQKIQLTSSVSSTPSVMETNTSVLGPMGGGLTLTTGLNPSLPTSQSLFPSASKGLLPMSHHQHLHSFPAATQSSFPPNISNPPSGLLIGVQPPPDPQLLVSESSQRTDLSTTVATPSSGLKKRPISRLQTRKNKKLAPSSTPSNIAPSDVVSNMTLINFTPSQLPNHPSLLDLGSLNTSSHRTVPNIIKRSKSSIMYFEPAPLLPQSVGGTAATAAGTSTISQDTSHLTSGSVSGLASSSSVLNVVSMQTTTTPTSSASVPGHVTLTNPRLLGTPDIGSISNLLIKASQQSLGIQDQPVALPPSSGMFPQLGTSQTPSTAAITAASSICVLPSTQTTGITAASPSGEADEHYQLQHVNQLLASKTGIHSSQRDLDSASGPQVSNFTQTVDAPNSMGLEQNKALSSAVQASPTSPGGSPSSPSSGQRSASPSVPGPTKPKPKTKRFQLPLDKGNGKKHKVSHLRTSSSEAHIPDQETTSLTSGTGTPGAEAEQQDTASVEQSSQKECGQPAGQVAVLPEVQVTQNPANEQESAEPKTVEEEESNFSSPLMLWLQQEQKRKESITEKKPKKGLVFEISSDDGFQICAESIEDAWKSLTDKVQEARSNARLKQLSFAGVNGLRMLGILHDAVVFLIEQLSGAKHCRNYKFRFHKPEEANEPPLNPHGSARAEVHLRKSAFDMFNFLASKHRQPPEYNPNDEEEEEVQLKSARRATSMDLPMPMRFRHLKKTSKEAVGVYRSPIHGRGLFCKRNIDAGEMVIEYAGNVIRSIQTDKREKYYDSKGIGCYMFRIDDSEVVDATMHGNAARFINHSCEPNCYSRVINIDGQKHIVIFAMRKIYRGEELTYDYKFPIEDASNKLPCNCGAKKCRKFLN
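Purified MLL-CXXC (added from a 7 uM solution) was preincubated 5 min at ambient with pinned compounds in 50 mM Tris-HCl pH 7.5, 50 mM NaCl, 1 mM DTT, 0.05% BSA. Fluorescein-labeled HOX-A9 DNA (50 nM solution) followed, 30 min, then polarization read.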
hERG WT inh – inhibitors of human wildtype KCNH2 potassium channel. Q12809. U2OS, BacMam KCNH2, thallium flux FluxOr; active compounds read low. activity change, % at 1.84 µM. actives 0.37% (n = 340,000). AID 720551;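 active means maximum activity change below -70%; inconclusive means maximum activity change between -70% and -50%; inactive means maximum activity change above -50%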; further: on the % scale 0 is the no-effect control and ±100 the full control effect
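U2OS cells were transduced with wild-type KCNH2 virus (2.03 x 10^8 / mL) for 4 h at room temperature, then cultured overnight at 37 C. Thallium flux was read with FluxOr dye. Rate constants were normalized to DMSO controls.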
Giardia kill – Giardia lamblia killing. Giardia lamblia trophozoite viability. activity change, % at 7.66 µM, hits read low. actives 0.15% (n = 340,000). AID 540267; in the data active means activity change below about -80%; inconclusive means between about -30% and that limit;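 further: parasites exposed to compound for two days anaerobically before the ATP read; on the % scale 0 is the no-effect control and ±100 the full control effect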
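Giardia trophozoites, 100 cells per well, were exposed to compounds for 48 hrs at 37 deg C under anaerobic conditions; viability was then read as ATP content by bioluminescence after 15-30 min at room temperature.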
Tb PFK block – T. brucei PFK enzyme inhibition; actives 0.17% (n = 330,000); O15648; Potency, µM (highest dose often 57.5 µM), for the others: top-dose activity, negative = inhibition, actives largely listed as inhibitors; T. brucei PFK, ADP-Glo luminescence;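 further: potency means the concentration at half of the fitted maximal effect; 0% = uninhibited 1x PFK enzyme wells and -100% = no-enzyme wells; nearly all actives have a fitted effect of over 60% in size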
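Activity is normalized to no-enzyme wells (full inhibition) and 1.25 nM enzyme wells (no inhibition). Reaction: 0.5 mM F6P, 0.1 mM ATP, 45 min RT, ADP-Glo luminescence; concentration-response curves fitted and classed by quality.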
Coupling enz – coupling enzyme interference in Giardia aldolase counter-screen | activity change, negative = inhibition, % at 58.2 µM, hits read low | actives 0.67% (n = 290,000) | coupling enzyme system counterscreen, AmpLite Red fluorescence; in the data active means activity change below about -30%; further: on the % scale 0 is the no-effect control and ±100 the full control effect
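Counterscreen of the coupled detection system alone, without aldolase: glyceraldehyde-3-phosphate coupling enzymes plus AmpLite Red readout. Compounds at 57.5 uM final, 10 min RT preincubation, 20 min RT reaction, fluorescence 525/598 nm.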
TCR activator – activates T cell receptor signaling | 330,000 tested, under 10 active | Potency, µM (doses to about 9.22 µM), inactives show at the highest dose activation of IL-2 secretion, actives largely listed as activators | primary human leukocytes, anti-CD3, IL-2 HTRF, 48 h; further: % of control where 0% means no effect
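IL-2 release read by HTRF sandwich (Eu cryptate donor, d2 acceptor, 665 nm emission) after 48 hr exposure of primary human leukocytes to compound together with anti-CD3 beads in the absence of co-stimulatory signals.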
* = called active by the depositor; u = inconclusive; x = not tested or not shown; [ ] = another dose, or the depositor's remark. Unless noted, the call rests on the fitted dose curve; in most records, active means well fitted curve in the direction sought with a large enough effect; inconclusive means small, poorly fitted or top-dose-only effect, or another doubt; inactive means no such curve, though single readings can be large; an effect the other way counts as inactive or inconclusive.

nr	smiles	GALK inhibitor	TSHR antag	Chronic BCR inh	A-T KAP1 phos	MLL CXXC-DNA inh	hERG WT inh	Giardia kill	Tb PFK block	Coupling enz	TCR activator
1	COc1ccc2c(c1OC)C(=O)N(c1nccs1)C2	14%	1	8%	u	2%	3	-11	-4%	2	5%
2	NC(=O)c1cc([N+](=O)[O-])ccc1NCc1ccc(O)cc1	x	0	-3%	-5%	x	-6	9	-4%	x	-4%
3	Cc1nn(Cc2ccc(Cl)c(Cl)c2)c(C)c1NC(=O)c1cc(-c2ccc3c(c2)OCO3)on1	1%	27	-1%	-2%	-3%	-18	-14	4%	2	6%
4	Clc1cccc(CN2CCSCC2)c1Cl	-6%	21	4%	12%	19%	5	9	-3%	1	x
5	CCOC(=O)c1c(-c2ccccc2Cl)csc1NC(=O)CSc1nc(C)cc(=O)[nH]1	1%	-25	u	0%	2%	7	4	8%	8	1%[46.1 µM]
6	COC(CNC(=O)CN1C(=O)COc2ccc(S(=O)(=O)N3CCOCC3)cc21)OC	4%	51	6%	2%	-1%	-16	25	-1%	x	-5%
7	CCCCNC(=O)CN1C(=O)COc2ccc(S(=O)(=O)N3CCCCCC3)cc21	-7%	-16	-2%	26%	10%	0	-2	-6%	x	-9%
8	O=C(CC(Nc1ccccc1)c1ccccc1)C1CC1 (configuration not stated)	1%	12	2%	8%	-1%	-1	4	1%	-1	-57%
9	NC(=O)C1CCCN1S(=O)(=O)c1ccc2ccccc2c1 (configuration not stated)	-3%	1	u	9%	1%	2	4	-2%	x	0%
10	Cc1c(C(=O)NCc2ccc3c(c2)OCO3)oc2ccc(Br)cc12	-2%	-15	u	4%	2%	2	-1	2%	0	4%
11	COc1cccc(CN2CCNC(=O)C2CC(=O)NC2Cc3ccccc3C2)c1 (configuration not stated)	1%	-2	7%	-1%	7%	-5	-27	4%	-4	1%
12	Cc1ccc(S(=O)(=O)N2CCCN(c3nc4cc(C)ccc4cc3C#N)CC2)cc1	-2%	-4	3%	5%	2%	0	15	1%	-2	-6%[46.1 µM]
13	O=C1CCc2cc(S(=O)(=O)N3CCN(c4ccccc4F)CC3)ccc2N1	1%	0	u	0%	-5%	-4	2	0%	7	4%
14	O=c1c([N+](=O)[O-])cccn1Cc1ccccc1Cl	-1%	-4	-27%	1%	-2%	-4	u	-5%	1	2%
15	Cc1cccc(C)c1NC(=O)CN(C)C(=O)c1ccc(N2C(=O)CCC2=O)cc1	x	13	7%	-15%	x	7	-18	-1%	x	0%
16	Cc1ccc(OCc2ccc(C(=O)O)o2)c([N+](=O)[O-])c1	0%	10	u	-5%	1%	-8	-15	-4%	2	-1%[46.1 µM]
17	O=C(O)c1ccc(-c2nnc(-c3cccc(Br)c3)o2)cc1	x	0	u	9%	u	-2	-29	-3%	9	14%
18	Cc1ccc(CNC(=O)C(=O)NCCC2CCCCN2S(=O)(=O)c2ccc(C)cc2)cc1 (configuration not stated)	x	-1	u	0%	x	-4	-2	2%	x	-4%
19	O=C(Nc1nc2c(Cl)c(Cl)ccc2s1)C1CC1	x	-19	u	8%	x	-10	-30	-7%	-4	-2%
20	CC(=O)Nc1ccc(S(=O)(=O)Nc2ccccc2C(=O)N2CCCCC2)cc1	-2%	-29	-30%	11%	-9%	-22	5	1%	0	4%
21	Cc1ccc(CSc2nnc(NC(=O)C3=COCCO3)s2)cc1	x	-7	2%	7%	x	6	-2	0%	x	-7%
22	C/C=C/C1=CC(=O)C[C@H](c2ccc(Cl)cc2)C1	x	1	15%	3%	x	-2	4	-1%	x	0%
23	O=C(CSc1nc2cc(Cl)ccc2s1)NCc1ccc2c(c1)OCO2	0%	14	7%	x	11%	7	-16	1%	2	-5%[46.1 µM]
24	CCOC(=O)C1=C(CS(=O)(=O)c2ccc(F)c(C)c2)NC(=O)NC1c1ccc(O)c(O)c1 (configuration not stated)	-8%	6	-1%	-4%	-8%	-5	9	0%	-12	2%
25	Cc1c(Cc2ccccc2)sc(N)c1C(N)=O	0%	-7	u	-4%	10%	x	x	-16%	-3	x
26	OCCC#Cc1ccc(CN2CCN(C3CCCCC3)C(CCO)C2)cc1 (configuration not stated)	3%	-8	1%	3%	-4%	-8	-3	-3%	1	-3%
27	Cc1onc(-c2c(Cl)cccc2Cl)c1NC(=O)N1CCSCC1	-3%	1	3%	-2%	-21%	5	-8	5%	1	8%
28	Cc1nc(-c2cccnc2)sc1C(=O)Nc1ccc(F)cc1F	0%	5	-16%	-1%	-2%	-4	6	0%	3	5%
29	CCCCCCOC(=O)c1ccc(N)cc1	-1%	-1	u	-7%	0%	-6	33[activator]	u	-4	2%
30	Cc1ccc(/C=C2\SC(=S)N(NS(=O)(=O)c3ccc(C)cc3)C2=O)cc1	-1%	-9	-1%	1%	u	-1	-12	0%	0	2%
31	NC1=NC(=O)C2(COC(c3ccncc3)OC2)S1 (configuration not stated)	2%	-12	1%	8%	9%	-4	6	1%	1	-2%
32	NCCC(=O)NC[C@H]1O[C@@H](n2cnc3c(N)ncnc32)[C@H](O)[C@@H]1O	x	5	2%	1%	x	24	-1	-3%	x	7%[46.1 µM]
33	Cn1ccnc1Sc1nnnn1-c1ccccc1	2%	-4	2%	6%	8%	-6	0	-2%	-2	-3%
34	Cc1sc(NC(=O)Cn2cnnn2)nc1-c1ccc(Cl)cc1	0%	-2	u	2%	-2%	-2	-7	0%	3	-4%
35	CCCc1cc(C(=O)OC)c(NC(=O)CCCC(=O)O)s1	4%	-6	u	-3%	4%	2	-10	-1%	3	16%
36	Cc1ccn2cc(-c3cccc(NC(=O)CCC(=O)O)c3)nc2c1	1%	-6	u	0%	-6%	-14	u	1%	-7	3%
37	COc1cc(C)c(Cl)cc1S(=O)(=O)NCCCN1CCOCC1	-1%	-3	-11%	x	-5%	-2	0	2%	-3	x
38	Cc1ccc(N=Nc2ccc(O)cc2)c(Br)c1	7%	-2	u	-9%	-9%	-16	-17	-1%	-1	2%
39	CC(=O)NCC(=O)NC1(C(=O)NC2CCCC2)CCCCC1	-3%	-3	-1%	0%	-2%	-3	-8	-3%	1	4%
40	COc1ccc(Cl)cc1N(CC(=O)N1CCN(Cc2ccccc2)CC1)S(C)(=O)=O	-5%	-3	-1%	6%	-1%	-1	1	-3%	-1	-3%
41	C[C@@H]1COC(=O)[C@H](CC(=O)OC(C)(C)C)C/C=C\C[C@H](CC(=O)NCCO)C(=O)N1	x	6	3%	-2%	x	-26	0	1%	x	15%
42	CCNc1nc(Cl)nc(NNC(=O)C(C)Oc2ccccc2)n1 (configuration not stated)	x	4	-6%	10%	10%	1	-2	-1%	1	1%[46.1 µM]
43	CCOc1cc(N2CCOCC2)c(OCC)cc1NC(=O)c1ccccc1C	1%	-10	u	1%	-2%	4	14	-2%	-2	-4%
44	Cc1ccc(C(=O)NNC(=O)CCCCC(=O)NNC(=O)c2ccc(C)cc2)cc1	7%	1	2%	0%	-4%	-7	1	-6%	-4	-4%
45	Cc1csc(NC(=O)Cc2nn(C)c(=O)c3ccccc23)n1	0%	-18	-2%	3%	-2%	1	4	-4%	-1	-2%
46	Cc1nc2c(ccc3nc(NC(=O)Cc4ccccc4)sc32)s1	x	0	u	18%	4%	-24	-3	-17%	-4	0%
47	O=C(C(=O)N1CCOCC1)c1c[nH]c2ccccc12	1%	8	-2%	-2%	-2%	16	-4	2%	2	-3%
48	COC(=O)c1ccc(C(=O)OC)c(NS(C)(=O)=O)c1	-2%	-2	-15%	0%	4%	3	6	2%	-1	-1%
49	COc1ccc(-n2c(SCC#N)nnc2-c2ccc(NS(=O)(=O)c3ccc(C)cc3)cc2)cc1	0%	-17	-19%	16%	0%	6	25	3%	0	5%
50	Cc1ccc(S(=O)(=O)N(C)c2ccc(OCC(=O)N3CCCCC3)cc2)cc1	8%	-8	-2%	5%	7%	0	11	1%	x	-8%
51	CCCC(C(=O)NC1CCCC1)N(Cc1ccc(OC)cc1)C(=O)c1snc(C(N)=O)c1N (configuration not stated)	-1%	3	-11%	-3%	-14%	0	13	-1%	0	-2%
52	COc1ccc(-c2[nH]nc3oc(=O)c(CCO)c(C)c23)cc1	10%	2	3%	-7%	-1%	3	7	-1%	1	4%
53	CC1CC(C)CN(C(=O)CN2C(=O)NC3(CCCCCC3)C2=O)C1 (configuration not stated)	x	-14	-1%	15%	x	0	-4	6%	x	0%
54	Nc1nnnn1/N=C/c1cccs1	3%	-5	5%	6%	12%	1	-7	5%	3	3%
